Bioassay records: PubChem, several laboratories
CRFBP-R2 agonist = CRF-BP/CRF-R2 complex agonism. hit rate 0.46% among 350,000. HEK293 CRF-R2/CRF-BP, calcium dye fluorescence (FLIPR); percent of saturating CRF peptide response. activation, % at 13.2 µM;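 active means activation of at least 50%, plus an integration ratio under a set limit after plate pattern correction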;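 further: plate controls were neutral control wells without compound for no effect and CRF at EC100 for full effect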
CHRM5 PAM = CHRM5 positive allosteric modulation; P08912; CHO-K1 hM5, Fluo-8 calcium, ACh EC20 PAM; 0% = ACh EC20, 100% = ACh EC100; activation, % at 3 µM; hit rate 0.3% among 360,000; AID 624038;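 active means activation above the run cutoff, the mean activation of all test compounds plus 3 SD, cut at about 18% in these data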
Target sequence (P08912 whole entry, looked up): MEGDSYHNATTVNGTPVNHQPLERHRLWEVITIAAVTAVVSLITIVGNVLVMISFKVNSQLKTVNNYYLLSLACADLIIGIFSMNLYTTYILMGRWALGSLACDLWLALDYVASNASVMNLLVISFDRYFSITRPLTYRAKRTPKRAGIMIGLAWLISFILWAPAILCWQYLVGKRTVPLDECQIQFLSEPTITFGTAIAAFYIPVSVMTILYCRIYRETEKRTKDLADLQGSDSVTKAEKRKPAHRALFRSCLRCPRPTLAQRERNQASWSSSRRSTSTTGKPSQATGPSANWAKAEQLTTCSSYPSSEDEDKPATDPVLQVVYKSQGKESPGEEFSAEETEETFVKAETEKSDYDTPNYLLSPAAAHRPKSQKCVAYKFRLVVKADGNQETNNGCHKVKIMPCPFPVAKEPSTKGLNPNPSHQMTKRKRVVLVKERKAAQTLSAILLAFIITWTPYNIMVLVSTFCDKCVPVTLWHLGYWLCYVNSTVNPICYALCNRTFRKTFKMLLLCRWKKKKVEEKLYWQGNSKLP
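Assay system: CHO-K1 hM5 cells / Incubation: Fluo-8 loading 80 min at 37 °C plus 30 min room temperature / Technique: Fluo-8 calcium dye fluorescence, kinetic read / Repeats: single replicate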
M4 PAM = potentiates acetylcholine response at human M4 receptor; P08173; CHO-K1 hM4/Gqi5, Fluo-8 calcium fluorescence, ACh EC20; 0% = ACh EC20, 100% = maximal ACh; activation, % at 3 µM; hit rate 0.4% among 360,000;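 active means activation above its plate's cutoff, the mean activation of sample wells plus 3 SD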; further: some results filed as inactive read as strong as hits
CHRM1 antagonist = blocks human M1 muscarinic receptor. P11229. CHO-K1 hM1, Fluo-8 calcium fluorescence, ACh EC80 antagonist. inhibition, % at 3 µM. hit rate 1.3% among 360,000. AID 588852;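 active means percent inhibition above its own plate's cutoff, namely the mean of that plate's compound wells plus 3 SD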;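 further: peak over basal fluorescence ratio during 140 s after agonist addition; 0% = ACh EC80 plus DMSO and 100% = DMSO alone without agonist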
Target sequence (P11229 whole entry, looked up): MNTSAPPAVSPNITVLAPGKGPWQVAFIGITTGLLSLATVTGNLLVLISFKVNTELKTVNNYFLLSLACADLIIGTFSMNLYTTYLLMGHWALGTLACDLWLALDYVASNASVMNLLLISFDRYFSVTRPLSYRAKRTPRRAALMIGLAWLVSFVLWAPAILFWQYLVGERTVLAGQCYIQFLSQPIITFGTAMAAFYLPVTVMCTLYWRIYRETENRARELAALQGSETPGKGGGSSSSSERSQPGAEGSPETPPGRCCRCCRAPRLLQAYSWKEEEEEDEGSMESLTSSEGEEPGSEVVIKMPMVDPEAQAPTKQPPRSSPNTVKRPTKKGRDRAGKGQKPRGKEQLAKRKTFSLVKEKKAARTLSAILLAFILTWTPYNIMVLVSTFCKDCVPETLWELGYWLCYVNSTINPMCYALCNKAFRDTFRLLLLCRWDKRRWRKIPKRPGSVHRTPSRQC
CHRM5 agonist = CHRM5 agonism in calcium assay; activation, % at 3 µM; AID 624037; hit rate 0.19% among 360,000; CHO-K1 hM5 cells, Fluo-8 calcium fluorescence; 0% DMSO wells, 100% maximal acetylcholine response;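 active means activation above the run's mean over test compounds plus 3 SD, cut at about 23% in these data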;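 further: signal is peak over basal fluorescence ratio across the kinetic read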
M4 ag = CHRM4 agonism in calcium assay. AID 624127. activation, % at 3 µM. CHO-K1 hM4/Gqi5, Fluo-8 calcium fluorescence; vehicle 0%, full acetylcholine response 100%. P08173. hit rate 0.14% among 360,000;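 active means activation above the run mean over all test wells plus 3 SD, cut at about 32% in these data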;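 further: peak over basal fluorescence ratio per well then scaled between controls; 0% = DMSO wells and 100% = acetylcholine at EC100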
M5 antag = blocks acetylcholine activation of human M5 receptor. P08912. CHO-hM5 cells, Fluo-8 calcium fluorescence, ACh EC80. inhibition, % at 3 µM. hit rate 0.59% among 360,000. AID 624040;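 active means inhibition above a per-plate cutoff, the mean of that plate's test compounds plus 3 SD, cut at about 27% in these data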;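 further: 0% = acetylcholine EC80 with DMSO and 100% = DMSO without agonist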
M4 antag = CHRM4 antagonism in calcium assay; AID 624125; inhibition, % at 3 µM; P08173; CHO-hM4 cells, ACh EC80, Fluo-8 calcium fluorescence; hit rate 0.73% among 360,000;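 active means inhibition above its plate's cutoff, the mean inhibition of sample wells plus 3 SD, cut at about 27% in these data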;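 further: 0% = acetylcholine EC80 with DMSO and 100% = DMSO without agonist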
M1 PAM = potentiates human M1 receptor response to acetylcholine. P11229. CHO-K1 hM1, Fluo-8 calcium fluorescence, ACh EC20; 0% = ACh EC20, 100% = maximal ACh. activation, % at 3 µM. hit rate 0.088% among 360,000. AID 588819; in the data active means activation above about 19%, passing the limit was not always enough
* = called active by the depositor; nt = no result given.

SMILES | CRFBP-R2 agonist | CHRM5 PAM | M4 PAM | CHRM1 antagonist | CHRM5 agonist | M4 ag | M5 antag | M4 antag | M1 PAM
COc1ccc(C2=NOC(Cn3nc(C(=O)NCc4cccc(C(F)(F)F)c4)cc3-c3ccccc3)C2)cc1 (centres undefined) | 3.4 | 2 | 6 | 8 | 1 | 2 | 1 | -4 | 0
O=C(O)c1cccnc1SCc1cn2cc(Cl)ccc2n1 | -0.6 | -3 | -25 | -6 | -2 | 0 | 4 | 4 | 5
O=C(NNC(=O)c1cc(-c2ccncc2)nc2ccccc12)c1ccccc1O | 3.0 | -6 | -6 | -2 | 0 | 7 | 12 | -8 | 0
CC(OC(=O)CNS(=O)(=O)/C=C/c1ccccc1)C(=O)Nc1ccc(S(=O)(=O)N2CCCC2)cc1 (centres undefined) | -2.6 | 1 | -3 | -7 | -1 | 2 | -7 | 9 | 2
Cc1cccc(NC(=O)c2nc[nH]c2C(=O)NCC(=O)OC(C)(C)C)c1 | 0.4 | -7 | -5 | -1 | -2 | 3 | 2 | -7 | 1
Cc1cccc(Nc2nnc(SCC(=O)c3c(N)n(C4CC4)c(=O)[nH]c3=O)s2)c1C | -2.5 | 3 | 1 | 4 | 2 | 0 | 5 | -3 | -4
c1ccc2c(c1)C(=Nn1cnnc1)c1ccccc1-2 | 1.5 | -3 | -7 | 3 | 2 | 1 | 1 | 7 | -10
Cc1ccc(C(C(=O)NCC2CCCO2)N(C(=O)c2snc(C(N)=O)c2N)c2ccc(F)cc2)o1 (centres undefined) | -1.2 | -6 | 3 | 0 | -2 | 2 | 23 | -1 | 2
COc1cccc(-c2cc(C(=O)NCC3CCCO3)c3ccccc3n2)c1 (centres undefined) | 1.9 | -11 | -9 | 2 | 2 | 7 | 11 | -4 | -4
Nc1nnc(COc2ccc(Br)cc2Br)s1 | -0.8 | 8 | 9 | -17 | 0 | 3 | -4 | -6 | 4
CCN(CC)CCNC(=O)c1c(O)c2cccc3c2n(c1=O)CCC3 | -0.5 | 3 | -6 | 0 | -5 | 0 | -2 | 2 | 1
COC(=O)c1ccccc1NC(=O)C12CC3CC(C1)CC(n1cnc(Cl)n1)(C3)C2 | -0.4 | 2 | -3 | -1 | -4 | 0 | -2 | 1 | -3
COc1cc(OC)cc(C(=O)N2CCN(C(=O)Cc3ccccc3)CC2)c1 | 1.7 | 9 | 0 | -7 | 2 | 1 | -1 | 2 | 6
COC(=O)c1[nH]c2ccccc2c1NC(=O)CNC1CCCCC1 | -2.2 | -51 | -13 | 38* | 0 | 16 | 15 | 26 | -12
Fc1ccccc1N=C1NN=C(c2ccccc2)CS1 | 0.4 | 8 | 6 | 4 | -4 | 1 | 9 | -4 | 1
Nc1nc(-c2ccc(Cl)cc2)cn1N | 2.1 | 4 | 5 | -53 | -2 | 2 | 1 | -10 | 13
CC1(c2ccccc2)CC(C)(C)N(C(=O)c2cc([N+](=O)[O-])cc([N+](=O)[O-])c2)c2ccccc21 (centres undefined) | -0.5 | 0 | -7 | -3 | -1 | -1 | -8 | 0 | -5
CC(C)n1c(N2CCN(C(=O)Nc3ccc(Cl)cc3)CC2)nc2ccccc21 | -4.5 | -11 | -10 | 12 | 0 | 11 | 10 | 4 | -5
COc1ccc(/C=N/NC(=O)C(Cc2c[nH]c3ccccc23)NC(=O)OCC(C)C)cc1[N+](=O)[O-] (centres undefined) | -3.6 | -3 | 6 | 3 | -1 | 1 | 4 | -7 | 0
CC1Sc2ccc(C#N)cc2N(Cc2cccc(C(F)(F)F)c2)C1=O (centres undefined) | nt | -1 | 0 | 14 | -1 | -2 | 3 | 11 | -9
COc1ccc(S(=O)(=O)N(C(=O)c2ccco2)c2cc3sc(=O)oc3c3ccccc23)cc1 | -0.5 | 3 | 0 | 6 | 4 | 0 | 13 | 23 | 3
CCOc1ccc(N(C)S(=O)(=O)c2cc(-c3cc(C)no3)ccc2C)cc1 | 0.3 | -8 | -11 | 23 | -3 | 11 | -3 | 6 | -12
O=C(COC(=O)Cc1ccsc1)Nc1ccc(Br)cc1 | -0.4 | -4 | -3 | 0 | -2 | -1 | 10 | 15 | 0
O=C1CSC(c2ccccc2)N1c1ccccc1F (centres undefined) | -2.0 | 0 | -1 | -10 | -7 | 0 | 7 | -8 | 4
CN1CCN(c2ccc([N+](=O)[O-])c(Sc3nc4ccccc4[nH]3)c2)CC1 | -3.1 | 5 | 8 | -1 | -4 | 0 | -7 | -8 | -2
CC(C)C1C(=O)N(Cc2cn(CCC3OCCO3)nn2)CCS(=O)(=O)N1Cc1ccc(-c2ccccc2C(F)(F)F)cc1 (centres undefined) | nt | 3 | -3 | -16 | 1 | 6 | 3 | 3 | 1
CCCC/C(C)=N/NC(=O)Nc1ccccc1 | 4.5 | -2 | 14 | -15 | -3 | -1 | -2 | -5 | 9
CCOC(=O)C(NC(=O)Nc1ccc(Cl)cn1)(Oc1ccccc1)C(F)(F)F (centres undefined) | -0.9 | -5 | 3 | -7 | -3 | 2 | 4 | 1 | 3
Brc1ccc(-c2csc3[n+]2CCCCC3)cc1 | 2.5 | -4 | -12 | 23 | -11 | 1 | 10 | 12 | -30
O=C(NC(Cc1ccccc1)C(=O)N1CCN(S(=O)(=O)c2ccccc2F)CC1)c1ccccc1 (centres undefined) | -1.1 | 1 | 8 | -9 | 2 | 3 | 7 | 1 | 12
CCN1CCN(c2oc(-c3ccc([N+](=O)[O-])cc3)nc2C#N)CC1 | -0.3 | -6 | -5 | 2 | -3 | 1 | 4 | 0 | 5
O=C(NCc1ccc(F)cc1)c1cc(C2CCCCN2C(=O)C2CCCCC2)on1 (centres undefined) | nt | -3 | -8 | -15 | -2 | 4 | -2 | -10 | -4
CC1CC(OC(=O)c2ccccc2C(=O)c2ccc(Cl)cc2)C(=O)O1 (centres undefined) | -0.6 | 1 | 3 | -17 | -1 | 2 | 14 | -7 | 6
Cc1cn(CC(=O)NCc2ccc(N(C)C)cc2)c(=O)[nH]c1=O | -0.9 | 2 | 3 | -6 | 0 | 1 | 0 | -11 | 2
O=C1NC[C@@H](CCCCN2C[C@H](Cc3ccccc3)N(CCc3ccccc3)C(=O)C2=O)N(Cc2ccccc2)C1=O | nt | 1 | -2 | nt | -6 | 1 | -7 | 3 | nt
Cc1cc2cc(CNC(=O)c3ccc(S(=O)(=O)N4CCCCC4)cc3)ccc2[nH]1 | 2.1 | -3 | -2 | -8 | 1 | 2 | -6 | -15 | -1
Cc1nn(-c2ccccc2)nc1C(=O)OCC(=O)N1CCC(C)CC1 | -0.3 | -2 | 7 | 4 | 0 | 3 | 4 | 0 | -4
CCCn1nnc(NC(=O)c2cc(Br)ccc2OC)n1 | -0.8 | -5 | 3 | -3 | 0 | -2 | 8 | 8 | 12
NC(=O)N/N=C/C=C/c1ccc(F)cc1 | -0.6 | -6 | -7 | -2 | 3 | 11 | 8 | 5 | 6
CCOC(=O)C(=Nc1ccc(Cl)cc1)NO | -0.1 | -8 | -2 | 0 | 0 | 1 | 2 | -6 | 2
O=[N+]([O-])c1cccnc1Nc1ccc(Cl)cc1 | 0.1 | 3 | 3 | -2 | 0 | 0 | -7 | -5 | 2
CNc1oc(C)nc1S(=O)(=O)c1ccccc1 | 2.2 | -2 | 8 | 14 | -7 | 1 | 3 | -6 | -4
Cc1cc(C)cc(NC(=O)c2cccc(NC3=NC4CS(=O)(=O)CC4S3)c2)c1 (centres undefined) | 4.2 | 1 | 3 | -21 | -1 | 1 | -4 | 4 | 12
Fc1ccc(Cn2nnnc2C(c2ccc(Cl)cc2)N2CCSCC2)cc1 (centres undefined) | 1.0 | -8 | -6 | -3 | -16 | 0 | 12 | 6 | 0
COc1cc(NC(=O)CSc2nc3[nH]ncc3c(=O)n2-c2ccc(Cl)cc2)cc(OC)c1 | 3.5 | 1 | 0 | -2 | 2 | -2 | 1 | -8 | 1
CC(C)CCNC(=O)c1nn(Cc2ccccc2)c(=O)c2ccccc12 | 0.1 | -5 | 3 | -9 | -5 | -1 | 10 | -2 | 14
Cn1c(SCC(=O)NCC2CCCO2)nnc1-c1ccco1 (centres undefined) | -0.3 | 0 | 13 | -18 | 8 | 1 | -8 | 4 | 15
CCNC(=O)NC(=O)C(C)OC(=O)[C@H](C)NS(=O)(=O)c1c(C)c(C)cc(C)c1C (some centres undefined) | -2.4 | 6 | 0 | -31 | -4 | 0 | -7 | 3 | 12
O=C(CCn1c(=O)c2ccccc2n(Cc2cccnc2)c1=O)NCc1ccc2c(c1)OCO2 | 0.4 | 6 | 21 | 1 | -4 | 1 | -6 | 5 | 2
CCOC(=O)C(CC)/C(C)=N/NC(=O)c1ccccc1[N+](=O)[O-] (centres undefined) | 1.9 | -5 | -4 | -11 | 0 | 1 | 5 | 7 | 0
O=C(COC(=O)C1CCC1)Nc1cccc(S(=O)(=O)N2CCOCC2)c1 | -0.9 | -1 | 9 | -25 | 3 | 1 | 1 | -9 | 19
COc1ccc(C(=O)NCc2ccon2)cc1OC1CCN(C(C)C)CC1 | 0.4 | 3 | -2 | -6 | -4 | 1 | 8 | 6 | 7

A section of the results above, for reference:
SMILES | CRFBP-R2 agonist | CHRM5 PAM | M4 PAM | CHRM1 antagonist | CHRM5 agonist | M4 ag | M5 antag | M4 antag | M1 PAM
CCN1CCN(c2oc(-c3ccc([N+](=O)[O-])cc3)nc2C#N)CC1 | -0.3 | -6 | -5 | 2 | -3 | 1 | 4 | 0 | 5
O=C(NCc1ccc(F)cc1)c1cc(C2CCCCN2C(=O)C2CCCCC2)on1 (centres undefined) | nt | -3 | -8 | -15 | -2 | 4 | -2 | -10 | -4

A second format for some results above.
CRFBP-R2 agonist,CHRM5 PAM,M4 PAM,CHRM1 antagonist,CHRM5 agonist,M4 ag,M5 antag,M4 antag,M1 PAM,Structure
-1.1,1,8,-9,2,3,7,1,12,O=C(NC(Cc1ccccc1)C(=O)N1CCN(S(=O)(=O)c2ccccc2F)CC1)c1ccccc1 (centres undefined)
-0.8,8,9,-17,0,3,-4,-6,4,Nc1nnc(COc2ccc(Br)cc2Br)s1
nt,1,-2,nt,-6,1,-7,3,nt,O=C1NC[C@@H](CCCCN2C[C@H](Cc3ccccc3)N(CCc3ccccc3)C(=O)C2=O)N(Cc2ccccc2)C1=O
